# M4 antag: blocks acetylcholine activation of human M4 receptor; P08173; CHO-hM4 cells, ACh EC80, Fluo-8 calcium fluorescence; inhibition, % at 3 µM; 360,000 tested, 0.73% active; AID 624125;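 active means inhibition above its plate's cutoff, the mean inhibition of sample wells plus 3 SD, cut at about 27% in these data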;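 further: 0% = acetylcholine EC80 with DMSO and 100% = DMSO without agonist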
# Target sequence (P08173 whole entry, looked up): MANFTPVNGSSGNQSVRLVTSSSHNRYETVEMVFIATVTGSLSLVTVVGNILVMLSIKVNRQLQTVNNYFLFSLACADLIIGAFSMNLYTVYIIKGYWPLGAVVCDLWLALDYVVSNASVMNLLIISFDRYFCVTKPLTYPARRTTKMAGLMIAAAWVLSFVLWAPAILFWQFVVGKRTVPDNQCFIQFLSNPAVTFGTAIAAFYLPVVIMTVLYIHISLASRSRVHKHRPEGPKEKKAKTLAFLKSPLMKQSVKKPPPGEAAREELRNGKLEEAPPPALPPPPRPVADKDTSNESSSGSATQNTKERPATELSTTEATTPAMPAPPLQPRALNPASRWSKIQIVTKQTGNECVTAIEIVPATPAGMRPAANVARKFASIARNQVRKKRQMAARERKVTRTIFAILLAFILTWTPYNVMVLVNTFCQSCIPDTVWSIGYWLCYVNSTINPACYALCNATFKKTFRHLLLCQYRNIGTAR
# CHRM1 PAM: potentiates human M1 receptor response to acetylcholine | 360,000 tested, 0.088% active | AID 588819 | activation, % at 3 µM | CHO-K1 hM1, Fluo-8 calcium fluorescence, ACh EC20; 0% = ACh EC20, 100% = maximal ACh | P11229; in the data active means activation above about 19%, passing the limit was not always enough
# OXTR potentiate: potentiates the human oxytocin receptor response; AID 2445; activation, % at 3 µM; CHO-OTR cells, Fluo-8 calcium fluorescence, potentiator mode; 0% = oxytocin EC15, 100% = EC100; P30559; 320,000 tested, 0.061% active;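 active means activation above that plate's cutoff, the mean activation of tested compounds plus 3 SD, cut at about 6.6% in these data, passing the limit was not always enough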;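 further: 100% uses oxytocin at 75 nM as the full agonist control; some results filed as inactive read as strong as hits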
# Target sequence (P30559 whole entry, looked up): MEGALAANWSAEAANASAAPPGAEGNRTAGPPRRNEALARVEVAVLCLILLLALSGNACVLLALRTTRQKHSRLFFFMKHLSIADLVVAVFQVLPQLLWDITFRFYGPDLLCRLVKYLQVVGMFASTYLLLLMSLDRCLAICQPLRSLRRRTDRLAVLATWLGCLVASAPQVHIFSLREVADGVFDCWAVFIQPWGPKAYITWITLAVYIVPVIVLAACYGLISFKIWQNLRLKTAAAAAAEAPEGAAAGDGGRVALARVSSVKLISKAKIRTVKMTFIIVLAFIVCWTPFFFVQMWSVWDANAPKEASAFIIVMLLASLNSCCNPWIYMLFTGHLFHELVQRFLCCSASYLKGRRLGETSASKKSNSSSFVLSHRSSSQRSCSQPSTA
#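 Material: human OTR in CHO cells. Compound: 3.0 µM, one dose. Timing: compound 6 min at room temperature before oxytocin, 100 s read. Evaluation: % activation of max/min ratio relative to oxytocin controls. Replication: single well per compound, singlicate. Signal: Fluo-8 calcium dye fluorescence.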
# M4 ag: CHRM4 agonism in calcium assay; activation, % at 3 µM; CHO-K1 hM4/Gqi5, Fluo-8 calcium fluorescence; vehicle 0%, full acetylcholine response 100%; 360,000 tested, 0.14% active; AID 624127; P08173;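 active means activation above the run mean over all test wells plus 3 SD, cut at about 32% in these data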;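 further: peak over basal fluorescence ratio per well then scaled between controls; 0% = DMSO wells and 100% = acetylcholine at EC100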
# CHO parental Ca: counter-screen for OX1R antagonists: effect in parental CHO cells. inhibition, % at 5.6 µM. parental CHO-K1, ATP-induced calcium, Fluo-8 fluorescence. 330,000 tested, 0.63% active;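 active means inhibition above that plate's mean sample inhibition plus 3 SD, cut at about 26% in these data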;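 further: 0% = ATP-challenged DMSO wells and 100% = DMSO wells without ATP; some compounds past the cut are filed as inactive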
#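 Test system: untransfected parental CHO cell line. Compound: one dose, 5.6 µM nominal. Detection: intracellular calcium via Fluo-8 no-wash fluorescent dye. Measure: % inhibition. Benchmarks: ATP-challenged DMSO wells low, unchallenged DMSO wells high.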
# CHO-K1 Ca ag: counter-screen for M1 agonists: effect in parental CHO-K1 cells. activation, % at 3 µM. Fluo-8 calcium fluorescence; scaled to maximal ATP response, vehicle zero. AID 602248. 360,000 tested, 0.48% active; in the data active means activation above about 15%;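 further: untransfected CHO-K1 host cells lacking M1 receptor as counterscreen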
# CHO-K1 Ca antag: M1 antagonist counterscreen hit in parental CHO-K1 cells; ATP-induced calcium, Fluo-8 fluorescence; AID 602250; inhibition, % at 3 µM; 360,000 tested, 0.6% active;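 active means inhibition above a per-plate cutoff, the plate's mean sample inhibition plus 3 SD, cut at about 24% in these data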;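 further: 0% = DMSO plus EC80 ATP and 100% = DMSO alone without ATP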
# M1 antag: human CHRM1 antagonism; P11229; CHO-K1 hM1, Fluo-8 calcium fluorescence, ACh EC80 antagonist; inhibition, % at 3 µM; 360,000 tested, 1.3% active; AID 588852;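 active means percent inhibition above its own plate's cutoff, namely the mean of that plate's compound wells plus 3 SD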;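 further: peak over basal fluorescence ratio during 140 s after agonist addition; 0% = ACh EC80 plus DMSO and 100% = DMSO alone without agonist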
# M1 ag: human M1 muscarinic receptor agonism; P11229; CHO-K1 hM1, Fluo-8 calcium fluorescence, agonist mode; 0% DMSO, 100% acetylcholine EC100; activation, % at 3 µM; 360,000 tested, 0.33% active; AID 588814;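 active means activation above the run's mean compound activation plus 3 SD, cut at about 16% in these data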;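 further: peak over basal fluorescence ratio within a 140 s kinetic read after compound addition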
# Numbers without * were called inactive; . = not tested or not shown. An unsorted share of the library. About 2.9% of those tested had a hit in this group.
SMILES,M4 antag,CHRM1 PAM,OXTR potentiate,M4 ag,CHO parental Ca,CHO-K1 Ca ag,CHO-K1 Ca antag,M1 antag,M1 ag
Cc1ccc(S(=O)(=O)N2CCCCC2)cc1NC(=O)CSc1nncn1-c1ccccc1,-7.3,7.5,-10.1,3.1,-12.0,0.6,1.3,-2.2,-6.0
CCN(CC)CCn1c2c(c(SCC(=O)Nc3ccc(C(C)C)cc3)nc1=O)CCCC2,-24.5,17.6,4.3,-0.2,-20.3,0.2,-10.5,-24.6,-5.6
CCCn1c(N)c(C(=O)CSc2nc(C)cs2)c(=O)[nH]c1=O,-3.1,8.5,-4.4,3.5,-0.8,0.9,-0.1,-5.3,-0.6
COc1ccc(CC(NC(C)=O)C(=O)N2CCN(C(=O)Nc3ccc(Cl)cc3)CC2)cc1OC (stereo unspecified),3.6,2.3,4.9,6.7,-12.4,2.3,-10.1,-1.0,-1.8
O=C1c2ccccc2S(=O)(=O)N1CC(O)Cn1c2ccccc2c2ccccc21 (stereo unspecified),19.9,14.2,-21.8,22.9,16.0,2.8,21.4,-21.2,8.8
CCOc1ccc(NC(=O)C2CC(=O)N(CCc3ccccc3)C2)cc1OC (stereo unspecified),-34.0,4.3,-0.6,2.1,-8.7,-0.3,-15.2,3.8,-5.2
CCOC(=O)N1CCN(C2CC(=O)N(c3ccc(C)cc3)C2=O)CC1 (stereo unspecified),-2.2,4.8,-7.8,0.7,13.9,0.2,-4.7,-18.7,-0.9
CCCNC(=O)c1onc(CSc2ccncc2)c1C(=O)NCCC,-10.0,8.9,3.2,1.0,-21.5,0.8,-3.9,-10.6,1.2
O=C(OC1CC2CC1[C@H]1CCCCN1C2=O)N1CCOCC1 (stereo partly specified),-3.1,.,.,0.3,.,1.1,-19.3,.,.
O=c1c(Cl)c(Nc2cccc(Cl)c2)cnn1-c1nc2ccccc2s1,-11.4,-6.6,-6.7,6.9,-33.6,2.0,-3.1,9.4,-0.8

# Entries listed so far containing a halogen (2):
SMILES,M4 antag,CHRM1 PAM,OXTR potentiate,M4 ag,CHO parental Ca,CHO-K1 Ca ag,CHO-K1 Ca antag,M1 antag,M1 ag
COc1ccc(CC(NC(C)=O)C(=O)N2CCN(C(=O)Nc3ccc(Cl)cc3)CC2)cc1OC (stereo unspecified),3.6,2.3,4.9,6.7,-12.4,2.3,-10.1,-1.0,-1.8
O=c1c(Cl)c(Nc2cccc(Cl)c2)cnn1-c1nc2ccccc2s1,-11.4,-6.6,-6.7,6.9,-33.6,2.0,-3.1,9.4,-0.8

# Carrying on:
SMILES,M4 antag,CHRM1 PAM,OXTR potentiate,M4 ag,CHO parental Ca,CHO-K1 Ca ag,CHO-K1 Ca antag,M1 antag,M1 ag
CCOc1ccccc1-c1c2cc(O)c(=O)cc-2oc2cc(O)c(O)cc12,-0.7,-4.2,.,12.9,.,16.6*,3.1,0.8,17.5*
O=C(O)CC1(CC(=O)NCc2ccccn2)CCCCC1,-3.8,8.9,-4.4,0.7,-13.2,0.6,-7.5,-13.0,-3.7
O=C(CCN1CCCC1)c1cccs1,-3.5,3.3,-1.8,0.8,7.8,0.1,-6.6,-0.8,-5.8
O=C(COc1ccc(-n2cnnn2)cc1)N1CCN(c2ccc(F)cc2)CC1,4.8,-10.6,-13.4,1.6,-8.0,0.4,21.6,26.4,0.4
Cc1ccc(S(=O)CCNC(=O)Cc2ccccc2)cc1 (stereo unspecified),-6.5,1.9,-1.2,1.3,-20.1,-0.1,-13.4,0.3,-7.1
COc1ccc(/C=N/Nc2cc(C)nc(N3CCOCC3)n2)cc1,-3.0,-6.6,-6.6,10.0,-3.8,2.4,9.2,17.9,-1.5
O=C(Nc1ccc(S(=O)(=O)N2CCCC2)cc1)c1ccc([N+](=O)[O-])cc1,8.7,-2.8,-9.6,6.3,5.0,8.3,2.3,1.2,-1.7
Cc1onc(-c2ccccc2Cl)c1C(=O)OCC(=O)Nc1cccc(S(=O)(=O)N2CCOCC2)c1,4.4,-4.9,-11.4,13.3,-10.3,4.4,17.9,4.6,-1.4
C[C@@H]1CN([C@@H](C)CO)S(=O)(=O)c2ccc(Br)cc2O[C@H]1CN(C)C(=O)C1CCC1,-4.7,-14.0,.,4.6,.,2.9,-7.2,4.6,-2.5
O=C(CSc1nnc(-c2ccccc2Cl)o1)Oc1ccc(Br)cc1,0.5,15.9,-13.3,2.4,-3.0,-0.4,6.3,-8.0,-1.0
COc1ccc(OC)c(CNC(=O)CCCn2ccc3cc(S(=O)(=O)N4CCCC4)ccc32)c1,-9.0,2.4,-4.9,6.3,-23.3,4.0,-13.4,6.4,-10.4
Cc1noc(C)c1C(=O)Nc1cccc2ncccc12,-7.5,6.4,2.1,0.8,-4.2,-0.1,-15.1,-14.1,2.2
COc1cc(/C=C2/C(=N)N3C=CSC3=NC2=O)ccc1OCCOc1ccc(NC(C)=O)cc1,-1.1,-1.6,-6.1,8.1,-13.0,2.4,-5.0,-5.2,-3.1
O=C(N/N=C/c1cn[nH]c1-c1ccccc1)c1ccco1,-9.9,15.2,-8.4,1.8,-13.4,1.9,-20.3,-13.8,0.3
S=C1NC[C@H](Cc2ccccc2)N1CC1CCN(CCCC2CCCC2)CC1,42.4*,-26.6,.,7.7,.,2.3,-9.2,38.5*,-11.2
CCCS(=O)(=O)N1CCN(Cc2ccc3c(c2)c2ccccc2n3CC)CC1,0.0,3.2,-3.7,2.2,-19.4,2.4,-10.8,-9.2,-7.8
CN(C)CCN(C(=O)c1ccccc1Cl)c1nc2c(Cl)cccc2s1,1.8,0.0,-4.0,1.5,-11.8,0.1,-0.1,-0.7,-8.5
O=S(=O)(c1ccc(Cl)cc1)N1CCCC1c1nc2ccccc2s1 (stereo unspecified),-2.1,1.4,-16.9,0.7,-30.1,0.2,-10.8,-10.7,-3.5
O=C(Nc1ccc([N+](=O)[O-])cn1)C1CC1,-3.9,2.6,-6.6,0.3,-3.3,-0.1,-6.3,-0.5,-2.4
CCN(CC)c1ccc(CC(=O)NC(C)Cc2ccccc2)cc1 (stereo unspecified),1.8,-6.1,-28.6,-0.1,-21.3,0.2,-8.0,5.7,-6.8
Cc1cccc(Oc2ccc(NC(=O)C3=CC=CN4CCS(=O)(=O)N=C34)cc2)c1,5.2,5.6,-10.7,1.8,17.5,0.6,-9.8,-1.5,-1.0
CCCNC(=O)C12CCC(C)(C(=O)O1)C2(C)C (stereo unspecified),1.6,8.7,-3.3,1.9,-1.8,-0.3,-1.6,-11.7,-4.2
O=C(c1ccc(Cl)s1)N1CCN(c2ncccn2)CC1,3.2,7.9,0.2,1.1,-0.5,2.3,-4.5,-9.8,-2.3
OC(c1cccc(Cl)c1)c1nc(-c2ccc3c(c2)OCO3)cs1 (stereo unspecified),-14.1,6.1,.,1.1,.,-0.1,-5.8,-13.9,0.4
Cc1cc(C(=O)Nc2cccnc2)no1,3.6,0.7,0.4,0.1,4.4,0.0,-1.1,4.0,1.0
O=C(O)C(Cc1c[nH]c2ccccc12)NS(=O)(=O)c1ccc2ccccc2c1 (stereo unspecified),-16.0,7.1,2.1,0.1,4.1,-0.5,0.2,-6.4,-8.0
Cc1ccc(S(=O)(=O)N2CCN(C(=O)c3n[nH]c4ccccc34)CC2)cc1,10.7,-8.0,-7.7,3.4,-27.6,1.1,-5.2,5.7,-2.6
COCCN(C(=O)COC(=O)C12CC3CC(CC(C3)C1)C2)c1c(N)n(Cc2ccccc2)c(=O)[nH]c1=O,4.5,-5.6,.,-0.1,.,0.2,3.9,19.5,-1.8
CCOC(=O)C1CCN(C(=O)COC(=O)c2ccccc2OCC)CC1,-2.1,5.2,7.5,1.0,-14.1,-0.3,-9.0,-11.3,-1.7
COc1cc(-c2ccccc2)[nH]c(=S)n1,-5.6,6.4,1.1,2.2,1.7,-0.3,5.5,-5.3,-3.8
COc1ccc(NS(=O)(=O)NC(=O)c2c[nH]c3ccccc23)cc1,-4.0,0.5,-4.8,1.1,1.3,0.9,-16.2,-6.9,-1.8
CC1(C(=O)Nc2ccc3c(c2)OCO3)CCN1C(=O)Cc1cccc2ccccc12 (stereo unspecified),-9.9,3.2,.,6.2,.,2.3,-18.1,-6.8,1.2
O=C(NCc1n[nH]c(=S)n1-c1ccccc1Cl)c1ccc(S(=O)(=O)N2CCCCC2)cc1,-27.3,7.3,-9.0,1.1,-5.8,0.5,-13.1,-11.3,-2.6
NC(=O)[C@H]1CC2(CC(c3cccc(NC(=O)c4ccccc4)c3)=NO2)CN1C(=O)[C@H]1CCC(=O)N1 (stereo partly specified),-12.0,8.1,1.4,-0.2,-7.2,0.8,-15.4,-9.4,-1.2
O=C(CCCC(=O)NCc1ccccc1)NCc1ccccc1,3.2,1.2,-1.4,1.1,-15.2,0.6,-6.8,-2.0,-4.5
CC(C)C(C(=O)OCC(=O)c1cccc([N+](=O)[O-])c1)N1C(=O)[C@@H]2[C@H]3CC[C@H](C3)[C@@H]2C1=O (stereo partly specified),1.6,2.3,-10.5,4.9,-22.4,3.2,-5.9,-2.7,-5.1
COc1ccc(Cc2nnc(Nc3ccc4c(c3)OCCO4)[nH]c2=O)cc1,-6.8,12.3,0.5,0.2,-21.7,0.0,-2.7,-6.6,-8.0
Cc1ccc(CNC(=O)CSc2nc3ccsc3c(=O)n2Cc2ccc(C(=O)O)cc2)cc1,9.7,10.8,-4.4,0.6,-0.5,0.1,-11.8,-7.5,-1.8
Cc1cccc(-c2noc(CN(C(=O)c3ccc4c(c3)OCO4)C(C)C)n2)c1,-11.1,1.4,-11.4,2.7,-20.4,1.9,-7.2,-12.6,-6.1
CCc1ccccc1NC(=O)CN1CCN(C(=O)c2cccc(-n3cnnn3)c2)CC1,5.2,4.1,1.2,-0.3,-10.1,0.1,1.8,-5.4,-3.6
COc1ccc(NC(=O)Nc2c[nH]c(=O)[nH]c2=O)cc1OC,-5.0,-4.1,-7.8,-0.1,0.9,-0.5,2.8,13.9,-2.1
Cc1cc(N2CCN(C)CC2)n2nc(-c3ccc(Cl)cc3)nc2n1,6.2,13.2,-1.0,0.7,-6.0,0.2,10.5,-6.3,1.1
O=C(CSc1nnc(C2CCCCC2)n1-c1ccccc1)NCc1ccco1,-4.6,10.7,-4.8,0.4,-6.2,0.1,-25.4,-4.6,3.2
O=C(COC(=O)C1COc2ccccc2O1)NC1CCS(=O)(=O)C1 (stereo unspecified),-2.1,2.5,-6.9,0.1,1.7,0.6,-1.4,-5.6,-3.0
COc1ccc(-c2noc(C3CCCN(C(=O)Nc4ccccc4)C3)n2)cc1 (stereo unspecified),-10.2,2.6,-6.6,0.6,-20.4,3.0,-21.3,3.0,3.0
O=[N+]([O-])c1cccc(N/N=C/c2cc([N+](=O)[O-])ccc2O)c1,6.1,-4.9,-22.0,0.3,3.8,0.3,16.3,8.4,0.7
Cn1cc(CN(CCCN2CCOCC2)C(=S)Nc2cccc(Cl)c2)c2ccccc21,-0.2,9.1,-11.6,3.9,-14.7,2.3,8.2,-4.5,-2.9

# High-throughput results from PubChem.
